Screening results (PubChem)
All columns: NCI-60 one-dose screen, growth in % after 48 h at 10 µM unless noted; 100 = growth as untreated, 0 = no growth, -100 = all killed.
UO-31: UO-31 renal cancer; 81,000 tested, 5.2% active
SF-268: SF-268 CNS cancer cells; AID 1794759; 82,000 tested, 3.1% active
SF-539: SF-539 CNS cancer | 81,000 tested, 6.8% active | AID 1794752
SF-295: SF-295 CNS cancer cells | 79,000 tested, 5.6% active | AID 1794758
PC-3: PC-3 prostate cancer cells; 80,000 tested, 3.9% active; AID 1794754
U251: U251 CNS tumor cells; 80,000 tested, 5.4% active; AID 1794753
SN12C: SN12C renal cancer cells; 81,000 tested, 3.8% active; AID 1794767
786-0: 786-0 renal cancer cells. 81,000 tested, 5.1% active. AID 1794775
DU-145: DU-145 prostate cancer; 81,000 tested, 4.2% active
* marks the source's active call; other numbers are inactive results; nt = no result given; & = joins results of further samples. Rule for the calls: active = growth percent below 10; inactive = the rest.

SMILES	UO-31	SF-268	SF-539	SF-295	PC-3	U251	SN12C	786-0	DU-145
CCN1CCN(C(=O)[C@]23CC[C@@H](C)[C@H](C)[C@@H]2C2=CC[C@@H]4[C@@]5(C)C/C(=C/c6ccncc6)C(=O)C(C)(C)[C@@H]5CC[C@@]4(C)[C@]2(C)CC3)CC1	9.0*	49	-80*	29	19	15	28	20	42
Cc1cc(C)c(CCc2c(C)cc(C)cc2C)c(C)c1	93	99	102	105	107	100	102	94	103
COc1ccc(Cn2cc(C(=O)Nc3cccnc3Nc3ccc(OC)cc3OC)nn2)cc1	88	104	97	95	91	100	94	92	109
Cc1ccc(S(=O)(=O)Nc2ccc3ccccc3c2)cc1	74	85	98	95	83	90	84	94	97
COc1cc(Cc2cc(-c3ccccc3)nn(C/C(=N/O)c3ccccc3)c2=O)cc(OC)c1OC	58	85	83	83	55	68	79	79	97
COc1cc(-c2c3c(nc4c2c(C)nn4-c2ccccc2)-c2ccccc2C(=O)C3=O)cc(OC)c1OC	73	79	nt	107	53	87	90	98	92
CCCCc1n(Cc2ccc3ccccc3n2)cc[n+]1Cc1ccc2ccccc2c1	69	19	14	0.5*	1.0*	5.7*	1.1*	20	25
O=[N+]([O-])c1cccc(C2NC(N3CCCCC3)=C(N3CCCCC3)c3c2sc2c(F)cccc32)c1 (stereo unspecified)	61	92	94	96	86	93	96	107	102
N=c1c(S(=O)(=O)c2ccccc2)cc2c(=O)n3ccccc3nc2n1Cc1ccc(F)cc1	63	91	101	101	99	94	94	95	103
CC(=O)Oc1ccccc1C(=O)N(/N=C1\C(=O)N(C(C)=O)c2ccccc21)C(C)=O	78	98	95	106	101	nt	101	105	106
Cc1[nH]c(C2CC(c3ccccc3)=NN2c2ccc(Cl)cc2)c(C)c1C(=O)O (stereo unspecified)	89	97	101	101	95	93	100	90	103
COc1ccc(-c2nc3cnccn3c2NC(C)(C)CC(C)(C)C)cc1O	71	82	84	92	89	90	92	98	102
CC(=O)[C@H]1CC[C@H]2[C@@H]3CC[C@@H]4CC=C(C=O)C[C@]4(C)[C@H]3CC[C@]12C	85	92	92	93	78	89	93	93	99
COc1cc(CNC(=O)/C=C/c2ccccc2)ccc1OCc1cn(-c2ccc(Cl)cc2)nn1	83	82	87	93	79	94	80	98	96
COC(=O)[C@]1(C)N[C@H](c2cn(-c3ccccc3)nc2-c2ccccc2)[C@@H]2C(=O)N(c3ccc(Cl)cc3)C(=O)[C@@H]21	86	108	nt	105	106	104	104	96	109
CCCCCCCCc1ccc(S(=O)(=O)Nc2ccc(CC)cc2C(=O)O)cc1	85	97	101	81	90	93	nt	103	105
OCCN(CCO)c1ccccc1CO	109	101	97	112	85	102	99	107	99
Cc1ccc(CNc2c3ccccc3nc3cc(NC(=O)CCN4CCCC4)ccc23)cc1	3.8*	15	17	37	-0.2*	-55*	2.9*	22	-68*
O=C(c1ccccc1)C(Cl)C(Cl)c1ccccc1 (stereo unspecified)	-50*	82	31	104	83	78	-14*	-18*	46
CCCCN(CCCC)CC(O)CN(CCCC)CCCC	89	103	104	102	94	96	104	107	103
O=C(NNC(=S)Nc1ccccc1)c1ccc2cccc(O)c2n1	80	79	89	69	78	62	93	102	93
CCCCC[C@H](O)c1ccccc1/C=C/[C@@H](O)[C@@H](O)CCCO	90	105	113	95	93	101	102	100	105
O=C1CSC(c2ccccc2Cl)N1c1nnc(-c2ccncc2)o1 (stereo unspecified)	91	100	nt	nt	99	97	98	94	106
CCCCC(=O)O[C@H]1CC[C@H]2[C@@H]3CCc4cc(O)ccc4[C@H]3CC[C@]12C	73	97	100	105	74	83	90	97	106
CC(C)(C)c1cc(Br)c(O)c(Br)c1	94	109	100	99	90	102	100	102	117
Nc1c(C(=O)c2ccc(Br)cc2)sc2nc3c(cc12)CCCC3	90	101	92	98	85	90	91	98	92
O=C(Nc1cccc(Cl)c1)Oc1ccc2ccccc2c1	80	95	108	107	102	102	101	nt	105
O=C1Cc2cc(CCn3ccnc3)c(Cl)cc2N1	61	72	nt	60	88	67	51	89	69
Nc1nc(N)c2c(n1)CCC(S(=O)(=O)c1ccc3ccccc3c1)C2 (stereo unspecified)	45	30	42	nt	46	29	34	21	29
CC(C)CC(=O)OCCc1ccccc1	108	100	99	97	86	82	103	99	103
Cc1ccc(/C=C2\Oc3ccc(O)c(O)c3C2=O)cc1	13	37	33	54	43	20	63	53	46
CCCCCCCCCCCCCCCCCCC1=C(O)C(=O)C=C(OC)C1=O	86	76	88	93	101	86	96	93	105
Cc1ccc(CSCCC(=O)Nc2cc(C(=O)Nc3cc(C(=O)NCCCN4CCOCC4)n(C)c3)n(C)c2)cc1	87	115	88	103	101	99	103	91	114
OC(COc1ccccc1)CN1CCN(c2ccc(Cl)cc2)CC1 (stereo unspecified)	79	99	116	111	82	102	97	102	110
CCOC(=O)C(C(=O)CC)C(=O)OCC	86	100	107	102	94	98	97	109	nt
COc1ccc(C(=O)CSc2nc3c(c(Nc4ccc(S(N)(=O)=O)cc4)n2)CCC3)cc1	81	96	94	100	92	103	98	105	96
Cc1ccc(NCC(=O)Nc2ncc(Cc3ccc(Cl)cc3Cl)s2)cc1C	72	92	100	100	85	92	73	97	103
CN1CCN(Cn2nc(-c3cc(Cl)cc(Cl)c3Cl)n(/N=C/c3ccc(Cl)cc3)c2=S)CC1	88	117	108	102	82	93	96	89	102
COc1cc2oc(-c3cccc(NC(=O)[C@H](CC(C)C)NC(=O)OC(C)(C)C)c3)cc(=O)c2c(OC)c1OC	52	89	88	94	69	93	89	93	90
CC(=O)[C@H]1CCC2C3CC=C4C[C@@H](O)CC[C@]4(C)C3CC[C@@]21C (stereo partly specified)	89	93	96	89	75	89	93	92	106
Nc1nc(N)c2ncn(C3C=CC(CO)C3)c2n1 (stereo unspecified)	79	102	106	119	109	100	93	97	113
CCCCN1CCCCn2c1nc1c2c(=O)n(C)c(=O)n1C	93	105	116	106	108	95	102	100	105
CC(=O)N/C(=C1/OCCN1Cc1ccccc1)[P+](c1ccccc1)(c1ccccc1)c1ccccc1	89	100	99	91	90	98	96	102	105
NC[C@@H]1CC[C@@H](N)[C@@H](O[C@H]2[C@H](O)[C@@H](O[C@H]3O[C@H](CO)[C@@H](O)[C@H](N)[C@H]3O)[C@H](N)C[C@@H]2N)O1	104	120	106	118	95	126	108	103	125
O=C(O)C(Br)C(O)c1ccccc1 (stereo unspecified)	97	107	114	113	104	108	112	110	116
Cc1c(O)c(=O)ccn1-c1nc2ccccc2s1	48	91	102	105	90	84	99	85	103
CCCN1CC(c2ccc(OC)c(OC)c2)=C(c2c[nH]c3ccccc23)C1=O	56	89	95	100	72	92	93	98	107
COc1ccc(-n2c(-c3ccccc3)c(-c3ccccc3)c3c(SCC(=O)N/N=C/c4ccc([N+](=O)[O-])cc4)ncnc32)cc1	69	91	95	89	77	86	93	93	97
N#CC1C(=O)c2ccccc2C1c1ccccc1 (stereo unspecified)	85&74	101&104	107&110	109&96	116&111	100&99	99&101	90&93	104&109
Cc1ccc(OCc2ccccc2Br)cc1	72	114	97	105	84	111	100	96	117

Continuation:
SMILES	UO-31	SF-268	SF-539	SF-295	PC-3	U251	SN12C	786-0	DU-145
CCCOC(=O)Cn1cc(I)c(=O)c(I)c1	84	115	120	98	100	99	100	109	123
COc1c(N2CCNC(C)C2)c(F)cc2c(=O)c(C(=O)Oc3ccc(-c4cssc4=S)cc3)cn(C3CC3)c12 (stereo unspecified)	86	109	106	104	96	102	108	106	112
CCN1C(=O)C(CC(=O)C(C)(C)C)C(c2ccc3c(ccc4ccccc43)n2)C1=O (stereo unspecified)	93	92	89	89	76	95	84	89	95
CCC/C(=N\Nc1ccc([N+](=O)[O-])cc1[N+](=O)[O-])c1ccccc1	86	98	96	98	90	99	95	101	106
Nc1ncnc2nc(Cl)[nH]c12	81	104	108	102	95	92	98	101	103
CC(=O)OCC1OC(OC(C)=O)C(NC(=O)N(CCCl)N=O)C(OC(C)=O)C1OC(C)=O (stereo unspecified)	100	41	52	55	91	70	91	73	97
CC(O)CN1CC(C)N(CC(C)O)CC1C (stereo unspecified)	81	105	107	102	114	98	105	110	109
CC(C)[C@H](CO)Nc1nc(Nc2ccc(C(=O)NCCNS(=O)(=O)c3cccc4c(N(C)C)cccc34)c(Cl)c2)c2ncn(C(C)C)c2n1	77	0.8*	-50*	-16*	17	1.4*	12	-1.1*	29
COc1ccc(C(=O)/C=C/c2c(C)nn(-c3ccccc3)c2/N=C/N(C)C)cc1	69	99	87	103	79	93	68	79	95
COc1ccc(-c2cc(-c3cnccn3)nc(N)c2C#N)cc1OC	75	98	98	102	97	95	102	86	110
O=C(c1c[nH]c2ccccc12)c1n[nH]c(=S)n1-c1cccc(Br)c1	87	95	106	102	88	97	96	103	103
CC(C)(C)c1ccc(O)c(C2CCCCC2)c1	104	99	121	130	95	101	98	100	102
O=C(C=P(c1ccccc1)(c1ccccc1)c1ccccc1)CCl	-95*	-12*	-20*	nt	8.5*	35	-19*	-76*	-37*
CC(C)(C)c1cc(C2OC(N)=C(O)C2=O)cc(C(C)(C)C)c1O (stereo unspecified)	88	96	93	93	85	102	89	100	104
CCOc1ccc2nc(C)cc(Nc3ccc(Br)cc3)c2c1	92	108	103	110	87	98	98	108	110
Cc1ncncc1N	101	103	103	106	86	91	101	103	113
COc1ccc2c3nc4cc(C)c(C)cc4nc3n(CCN(C)C)c2c1	-67*	28	-88*	-59*	21	-73*	-16*	-43*	-3.5*
O=C(N/N=C\c1cccc2ccccc12)C(=O)N/N=C/c1cccc2ccccc12	99	90	97	107	79	58	89	106	105
CCn1c(SCC(=O)Nc2cccc(C(=O)/C=C/c3ccccc3)c2)nc2ccccc2c1=O	72	92	99	101	91	106	96	90	95
CC1=CC(c2ccco2)=C2C(N)=NNC2N1 (stereo unspecified)	81	99	81	98	101	97	90	98	110
CCOC(=O)C(/C=N/Nc1ccccc1)C(=O)OCC	87	102	96	103	96	104	99	nt	111
COC(=O)c1ccc2[nH]c(O)c(C(=Nc3ccc(N(C)C(=O)CN4CCN(C)CC4)cc3)c3ccc(OC)cc3)c2c1	14	21	-0.3*	38	29	19	17	22	21
CCCCC1=CC(=O)CCC1	66	104	98	104	97	104	97	99	107
Fc1ccc2[nH]cc(-c3nn4cc(-c5ccncc5)nc4s3)c2c1	37	115	61	73	67	63	75	97	88
N#C/C(C(=O)Nc1ccc(S(N)(=O)=O)cc1)=C1\C(=O)N(Cc2ccccc2)c2ccc(Cl)cc21	41	84	52	57	60	78	63	75	82
O=S(=O)(c1cccc2ccccc12)N1CCN(c2nccc(-c3c(-c4cccc(F)c4)nc4sccn34)n2)CC1	39	60	96	78	72	95	80	78	81
C=CCn1c(C)nc2cc(Nc3nc(N4CCN(C)CC4)nc4nc[nH]c34)ccc21	81	106	97	96	91	98	97	99	113
O=[N+]([O-])c1cc(Br)c(F)cc1F	100	106	104	109	82	106	94	102	108
COC(=O)CC(=O)C=P(c1ccccc1)(c1ccccc1)c1ccccc1	88	93	96	102	85	91	97	105	95
COC(=O)C1C2CC3c4[nH]c5cc(OC)ccc5c4CCN3CC2CC(OC)C1OC (stereo unspecified)	94	135	106	111	100	109	113	101	135
COC1=C(Br)C(=O)c2ncccc2C1=O	70	89	117	142	91	107	92	108	113
CCN(CC)CCCNC(=O)c1ccc(N)cc1O	70	94	98	100	94	99	101	105	nt
COc1cc2c(cc1OCCCN1CCN(CCCOc3cc4c(cc3OC)C(=O)N3CCC[C@H]3C=N4)CC1)C=CC(C)(C)O2	-59*	-92*	-100*	-59*	-75*	-99*	-66*	-97*	-100*
C=CC(=O)OC1CCC(C(C)(C)CC)CC1 (stereo unspecified)	84	102	105	120	104	116	103	105	113
CCOc1ccc(C(=N)N2CCN(C)CC2)c2ccccc12	88	96	92	98	73	91	94	96	108

Ordered by count of non-hydrogen atoms (smallest number first): eleven of the compounds above.
SMILES	UO-31	SF-268	SF-539	SF-295	PC-3	U251	SN12C	786-0	DU-145
CCCCC1=CC(=O)CCC1	66	104	98	104	97	104	97	99	107
COC1=C(Br)C(=O)c2ncccc2C1=O	70	89	117	142	91	107	92	108	113
C=CC(=O)OC1CCC(C(C)(C)CC)CC1 (stereo unspecified)	84	102	105	120	104	116	103	105	113
CCOc1ccc(C(=N)N2CCN(C)CC2)c2ccccc12	88	96	92	98	73	91	94	96	108
Fc1ccc2[nH]cc(-c3nn4cc(-c5ccncc5)nc4s3)c2c1	37	115	61	73	67	63	75	97	88
COC(=O)CC(=O)C=P(c1ccccc1)(c1ccccc1)c1ccccc1	88	93	96	102	85	91	97	105	95
C=CCn1c(C)nc2cc(Nc3nc(N4CCN(C)CC4)nc4nc[nH]c34)ccc21	81	106	97	96	91	98	97	99	113
COC(=O)C1C2CC3c4[nH]c5cc(OC)ccc5c4CCN3CC2CC(OC)C1OC (stereo unspecified)	94	135	106	111	100	109	113	101	135
N#C/C(C(=O)Nc1ccc(S(N)(=O)=O)cc1)=C1\C(=O)N(Cc2ccccc2)c2ccc(Cl)cc21	41	84	52	57	60	78	63	75	82
O=S(=O)(c1cccc2ccccc12)N1CCN(c2nccc(-c3c(-c4cccc(F)c4)nc4sccn34)n2)CC1	39	60	96	78	72	95	80	78	81
COc1cc2c(cc1OCCCN1CCN(CCCOc3cc4c(cc3OC)C(=O)N3CCC[C@H]3C=N4)CC1)C=CC(C)(C)O2	-59*	-92*	-100*	-59*	-75*	-99*	-66*	-97*	-100*
